# High-throughput results: PubChem, National Center for Advancing Translational Sciences (NCATS)
# NPC1 prom act: qHTS Assay for NPC1 Promoter Activators; AID 485313, 2010; 320,000 compounds, 2.4% hits; Potency, µM (titrated, usually from 9.22 µM), for inactives: at the highest dose activation, usual class: activators; Huh7 NPC1 promoter luciferase reporter, 24 h;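 also: potency is read from the fitted curve at half-maximal effect; % of control where 0% means no effect; nearly all actives have a fitted effect of over 60% in size; reporter is driven by a mutant NPC1 promoter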
#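 In 1536-well qHTS, Huh7 cells harboring an NPC1 promoter–luciferase construct received compound for 24 h; activation was quantified by luminescence following luciferase reagent addition.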
# ELG1 repair inh: qHTS screen for small molecules that inhibit ELG1-dependent DNA repair in human embryonic kidney (HEK293T) cells expressing luciferase-tagged ELG1; HEK293T ELG1-luciferase reporter, luminescence, 16 h; DNA damage induced by 5-fluorouridine; 330,000 compounds, 2.3% hits; Potency, µM (series often up to 46.1 µM), without a hit: top-dose activity change, negative = inhibition, actives largely listed as inhibitors; also: potency is read from the fitted curve at half-maximal effect; % is scaled to controls: 0 for no effect and ±100 for the full control effect; nearly all actives have a fitted effect of over 55% in size
#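 5-Fluorouridine DNA damage + compound/DMSO, 2,000 cells/well, 16 h, 37 °C/5% CO2. ONE-Glo, 30 min RT, luminescence. Readout = decrease in reporter signal.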
# BRCA1 expr up: qHTS Assay to Identify Small Molecule Activators of BRCA1 Expression; AID 624202, 2012; MCF7-BRCA1-FFLuc reporter, luminescence, 48 h; response scale: scaled: vehicle 0%, 10 µM genistein 100%; 380,000 compounds, 1.1% hits; Potency, µM (doses to about 46.1 µM), without a hit: top-dose activation, most hits filed as activators; also: potency is read from the fitted curve at half-maximal effect; nearly all actives have a fitted effect of over 80% in size; some results filed as inactive show a strong effect at the top dose
#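 Using MCF7 cells harboring a BRCA1 firefly luciferase reporter, plated 2 h before compound pinning, the screen measured luminescence after 48 h incubation. Responses were normalized to DMSO and 10 microM genistein, then fitted for concentration-effect.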
# ELG1 genotox: qHTS screen for small molecules that induce genotoxicity in human embryonic kidney (HEK293T) cells expressing luciferase-tagged ELG1 | HEK293T ELG1-luciferase reporter, luminescence, 16 h | Potency, µM (series often up to 46 µM), inactives show at the top dose activity change, positive = activation, usual class: activators | 330,000 compounds, 1.3% hits; also: potency is read from the fitted curve at half-maximal effect; % of control where 0% means no effect; nearly all actives have a fitted effect of over 60% in size
#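 Step 1: seed 2,000 HEK293T ELG1-luciferase cells per well. Step 2: add compound or DMSO, incubate 16 hr at 37 °C. Step 3: ONE-Glo, 30 min at room temperature, read luminescence.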
# Gal4-VP16 FLuc: VP16 counterscreen qHTS for inhibitors of ROR gamma transcriptional activity. Drosophila S2 Gal4-VP16 UAS-luciferase, luminescence, 20 h. 310,000 compounds, 3.5% hits. Potency, µM (titrated, usually from 53.6 µM), inactives show at the top dose activity, negative = inhibition, most hits filed as inhibitors. AID 2546, 2010;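 also: Gal4-VP16 expression switched on by copper sulfate through the metallothionein promoter; potency is read from the fitted curve at half-maximal effect; % is scaled to controls: 0 for no effect and ±100 for the full control effect; nearly all actives have a fitted effect of over 50% in size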
# RORgamma inh: qHTS for inhibitors of ROR gamma transcriptional activity; Nuclear receptor ROR-gamma (Mus musculus), P51450; Drosophila S2 Gal4-RORgamma UAS-luciferase reporter, 20 h; Potency, µM (highest dose often 53.6 µM), for the others: top-dose activity change, negative = inhibition, usual class: inhibitors; 310,000 compounds, 5.4% hits; AID 2551, 2010; also: potency is read from the fitted curve at half-maximal effect; % is scaled to controls: 0 for no effect and ±100 for the full control effect; nearly all actives have a fitted effect of over 60% in size
# Target sequence (P51450 whole entry, looked up, the tested form may be a part): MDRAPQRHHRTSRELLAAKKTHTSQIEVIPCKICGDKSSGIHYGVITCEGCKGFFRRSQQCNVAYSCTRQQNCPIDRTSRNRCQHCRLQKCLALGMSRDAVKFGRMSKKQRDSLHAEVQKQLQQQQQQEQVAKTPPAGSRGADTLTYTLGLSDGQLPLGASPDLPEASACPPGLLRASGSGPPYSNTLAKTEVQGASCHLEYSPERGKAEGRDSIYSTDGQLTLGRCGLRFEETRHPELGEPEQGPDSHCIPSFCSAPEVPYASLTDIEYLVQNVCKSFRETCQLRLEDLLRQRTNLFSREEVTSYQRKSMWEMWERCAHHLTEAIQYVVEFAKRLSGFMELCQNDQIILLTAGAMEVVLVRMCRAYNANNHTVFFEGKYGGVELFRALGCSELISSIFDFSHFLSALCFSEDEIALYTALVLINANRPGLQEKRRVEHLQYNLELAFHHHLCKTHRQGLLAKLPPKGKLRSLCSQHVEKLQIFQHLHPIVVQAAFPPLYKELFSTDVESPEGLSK
#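 ROR gamma transcriptional activity was tracked as Gal4-UAS luciferase output in stably transfected Drosophila Schneider cells, with compound added 1 hr before 700 uM copper sulfate induction and a 20 hr ambient-temperature incubation.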
# p53 reactivator: qHTS assay for re-activators of p53 using a Luc reporter | H1299 p53-A138V BP100-luciferase reporter, luminescence, 24 h | Potency, µM (titrated, usually from 92.2 µM), for the others: top-dose activity change, positive = activation, usual class: activators | 320,000 compounds, 0.063% hits; also: potency is read from the fitted curve at half-maximal effect; % of control where 0% means no effect; nearly all actives have a fitted effect of over 45% in size
#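 p53-null H1299 cells stably carrying temperature-sensitive p53-A138V and a BP100-luciferase reporter were pinned with compounds (4-point, 1:5 series) and held 24 hrs at 37 deg C. Luminescence was read 10 min after detection reagent.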
# Tb PFK block: qHTS Assay to Find Inhibitors of T. brucei phosphofructokinase | ATP-dependent 6-phosphofructokinase (Trypanosoma brucei brucei), O15648 | 330,000 compounds, 0.17% hits | T. brucei PFK, ADP-Glo luminescence | Potency, µM (titrated, usually from 57.5 µM), inactives show at the highest dose activity, negative = inhibition, usual class: inhibitors;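 also: potency is read from the fitted curve at half-maximal effect; 0% = uninhibited 1x PFK enzyme wells and -100% = no-enzyme wells; nearly all actives have a fitted effect of over 60% in size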
#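 ADP-Glo luminescence quantified ADP after 45 min at room temperature, with 1.25 nM T. brucei PFK, 0.1 mM ATP and 0.5 mM fructose-6-phosphate in pH 8.0 TEA buffer. qHTS titrations up to 57 µM; curves classified by quality.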
# Rab9 prom act: qHTS Assay for Rab9 Promoter Activators; 320,000 compounds, 2.8% hits; Potency, µM (series often up to 9.22 µM), without a hit: top-dose activation, negative = inhibition, actives largely listed as activators; Huh7 Rab9 promoter-luciferase reporter, luminescence, 24 h; also: potency is read from the fitted curve at half-maximal effect; % of control where 0% means no effect; nearly all actives have a fitted effect of over 60% in size
#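 Stable Rab9-luc Huh7, 1500 cells/well, 2 h settle; cmpd in DMSO, 24 h, 37 °C/5% CO2; luciferase reagent 10 min RT; luminescence.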
# FLuc counter: qHTS profiling assay for firefly luciferase inhibitor/activator using purifed enzyme and Km concentrations of substrates (counterscreen for miR-21 project) | Luciferin 4-monooxygenase (Photinus pyralis), P08659 | 360,000 compounds, 6.9% hits | purified FLuc, Km substrates, luminescence inhibition | Potency, µM (highest dose often 57.5 µM), inactives show at the top dose activity change, negative = inhibition, hits mostly inhibitors;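 also: potency is read from the fitted curve at half-maximal effect; plate controls were vehicle for no effect and reference inhibitor for full effect; nearly all actives have a fitted effect of over 55% in size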
# Target sequence (P08659 whole entry, looked up): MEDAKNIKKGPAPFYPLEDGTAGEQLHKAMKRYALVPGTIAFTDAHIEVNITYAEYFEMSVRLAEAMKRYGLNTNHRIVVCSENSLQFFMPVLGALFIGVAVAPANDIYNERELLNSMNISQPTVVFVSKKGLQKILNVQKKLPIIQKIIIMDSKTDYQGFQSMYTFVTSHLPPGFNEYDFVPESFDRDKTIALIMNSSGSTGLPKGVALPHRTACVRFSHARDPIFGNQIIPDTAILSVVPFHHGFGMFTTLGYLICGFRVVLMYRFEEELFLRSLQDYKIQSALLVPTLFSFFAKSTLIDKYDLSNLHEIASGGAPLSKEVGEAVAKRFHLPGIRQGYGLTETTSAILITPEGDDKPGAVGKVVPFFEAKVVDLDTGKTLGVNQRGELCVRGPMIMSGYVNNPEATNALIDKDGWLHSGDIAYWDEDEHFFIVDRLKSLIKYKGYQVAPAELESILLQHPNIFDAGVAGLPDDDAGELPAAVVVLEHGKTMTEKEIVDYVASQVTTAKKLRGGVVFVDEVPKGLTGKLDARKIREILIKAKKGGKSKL
#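 Biochemical qHTS of compounds, final roughly 60 µM downward over six points, against 10 nM purified firefly luciferase using Km concentrations of substrates (10 uM D-luciferin, 10 uM ATP) in Tris acetate pH 7.5 buffer; luminescence output.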
# TRPV1 ag: HTS Assay for Compounds that Act as Agonists of the Vanilloid Receptor 1; Transient receptor potential cation channel subfamily V member 1 (Homo sapiens), Q8NER1; activation, % at 8.33 µM; 320,000 compounds, 0.19% hits; TRPV1-expressing cells, Fluo-8 calcium influx, agonist mode; AID 540275, 2011; in the data active = activation above about 80%; inconclusive = between about 30% and that limit; also: 0% is about no effect
#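 Fluo-8 calcium influx in TRPV1-expressing cells, kinetic read (ex 480/em 520 nm). Compound added and read 3 min for agonist activity, followed by capsaicin at EC20 final and 2 min further read for enhancement.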
# Numbers without * were called inactive; i = inactive; ? = inconclusive; . = no result given; & = joins results of further samples; [ ] = dose if it differs, or a comment. Unless noted, calls follow the shape of the dose curve; as a rule, active = well fitted curve in the direction sought with a large enough effect; inconclusive = small, poorly fitted or top-dose-only effect, or another doubt; inactive = no such curve, though single readings can be large; an effect the other way counts as inactive or inconclusive. Compounds as they come. Share with any hit: about 15%.
SMILES,NPC1 prom act,ELG1 repair inh,BRCA1 expr up,ELG1 genotox,Gal4-VP16 FLuc,RORgamma inh,p53 reactivator,Tb PFK block,Rab9 prom act,FLuc counter,TRPV1 ag
O=C1OC2(CCCCC2)CC2=C1C1O[C@](c3ccsc3)(Cc3ccccc31)O2,1%[1.84 µM],.,.,.,-5%[10 µM],-3%[10 µM],.,-3%[11.5 µM],1%[1.84 µM],-1%[11.5 µM],i
CCc1ccc(/C=C2/Sc3ccccc3N(CC(=O)NCC3CCCO3)C2=O)cc1 (configuration not stated),3%,13µM*,31%,-7%,1%,8%,13%,1%,2%,19µM*,0
Cc1cc(C(=O)OC(C)C(=O)Nc2nc(-c3ccccc3)cs2)c(C)o1 (configuration not stated),-2%,-13%,17%,2%,-5%,34%,15%,4%,-3%,3%,2
CC1Oc2ccccc2OC1C(=O)Nc1nccs1 (configuration not stated),22%,11%,-10%,6%,-1%,?,-1%,1%,15%,-2%,3
COc1cccc(OC)c1OCCCCCCN1CCN(C)CC1,0%,0%,-6%,3%,2%,13%,-5%,3%,0%[1.84 µM],0%,-3
O=C(O)CC(CC(=O)Nc1ccc(N2CCOCC2)cc1)c1ccccc1 (configuration not stated),-4%,10%,3%,0%,5%,24%,4%,12%,-3%,5%,-1
O=C(NCC(=O)N1CCCCCCC1)c1ccc(Cl)cc1,10%,?,47%,3%,.,.,?,-2%,19%,-3%,12
O=C(NC(=S)Nc1ccc(S(=O)(=O)N2CCCC2)cc1)C1CCC1,2%,-23%,15%,1%,-2%,11µM*,-13%,-4%,-5%,-6%,1
Cc1ccc(S(=O)(=O)N2CCCCC2)cc1NC(=O)CN1C(=O)CN(C)C1=O,5%,9%,10%,-2%,-29%,1%,1%,6%,8%,-2%,0
CCN(CC)C(=O)C(=O)c1cn(CCOc2ccccc2)c2ccccc12,2%,-17%,0%,-4%,-3%,42%,-3%,1%,1%,5%,21
CCOC(=O)N1CCc2[nH]c3ccc(C)cc3c2C1,-8%,?,-67%,19%,0%,-2%,-8%,2%,-3%,?,?
COc1cccc(C(=O)Nc2ccc(-c3nnc(-c4ccco4)o3)cc2)c1,-4%,-10%,?,16%,-9%,-18%,0%,-1%,28%,0%,.
COC(=O)Cc1c(O)ccn(Cc2ccccc2OC)c1=O,6%,10%,13%,2%,1%,-9%,-2%,5%,-2%,-1%,1
CN=c1c([N+](=O)[O-])nn(-c2ccc3c(c2)OCCO3)n1O,20%,?,16%,?,-22%,30%,9%,-1%,?,-14%,-4
CC(C)CCN(C(=O)c1cc(=O)[nH]c2ccccc12)c1c(N)n(Cc2ccccc2)c(=O)[nH]c1=O,-4%,0%,-4%,0%,.,.,0%,-9%,1%,2%,1

# Entries listed above shown as hits in RORgamma inh:
canonical_smiles | NPC1 prom act | RORgamma inh | p53 reactivator | Tb PFK block | Rab9 prom act | TRPV1 ag
O=C(NC(=S)Nc1ccc(S(=O)(=O)N2CCCC2)cc1)C1CCC1 | 2% | 11µM* | -13% | -4% | -5% | 1

# Next part:
SMILES,NPC1 prom act,ELG1 repair inh,BRCA1 expr up,ELG1 genotox,Gal4-VP16 FLuc,RORgamma inh,p53 reactivator,Tb PFK block,Rab9 prom act,FLuc counter,TRPV1 ag
Cc1nnc2ccc(-c3cccc(NS(=O)(=O)c4ccccc4[N+](=O)[O-])c3)nn12,-16%,?,-66%,?,.,.,12%,2%,-2%,?,-4
Cc1ccc(C(=O)Nc2cccnc2Cl)cc1Cl,?,?,10%,18µM*,17%,10%[1.91 µM],.,-5%,?,17µM*,?
Cc1cc(C(F)F)n2ncc(C(=O)N3CCc4ccccc4C3)c2n1,-5%,1%,-18%,3%,3%,5%,-5%,-9%,2%,1%[2.3 µM],3
O=C(c1cccc2ccccc12)N1CCN=C1SCc1ccc([N+](=O)[O-])cc1,-4%,15%,0%,-1%,-5%,-16%,10%,0%,-5%,3%,-1
CN(CC(=O)Nc1cccc(F)c1)C(=O)CNS(=O)(=O)c1ccc(N(C)C)c([N+](=O)[O-])c1,-1%,-2%,5%,3%,.,.,3%,-6%,2%,-1%,3
Cc1ccc(Nc2cc(C)nc3ncnn23)c(Cl)c1,0%,?,-20%,?,?,?,2%,4%,-5%,-13%,-2
O=C(COc1ccc(Cl)cc1)Nc1ccc(NC(=O)c2ccco2)cc1,16%,?,9%,?,4%,-13%,0%,-1%,13%,1%,-1
CCCCc1c(C)nn(-c2nnc3c4ccccc4n(C)c3n2)c1C,22%,?,31%,3%,7.1µM*,0.79µM*,?,2%,6%,6.7µM*,0
O=C(Nn1c(Cc2cccs2)nc2ccccc2c1=O)c1ccc(F)c(F)c1,-4%,-2%,-4%,1%,-2%,?,-10%,-2%,-1%,5%,3
Cc1cc(C)nc(SCC(=O)N/N=C\c2sccc2C)n1,1%,0%,7%,0%,-2%,-12%,12%,-2%,2%,0%,-2
COC(=O)Cc1ccc(NC(=O)c2ccc(C(C)(C)C)cc2)cc1,-29%,9.2µM*,-111%[inhibitor],-23%,?,1.6µM*,-10%,3%,-19%,1.3µM*,81*
Cc1ccc(C(=O)NN(C)c2nc3ccccc3nc2C(F)(F)F)cc1,-30%[inhibitor],-13%,-58%,0%,-12%,-6%,0%,-1%,-26%,-2%,3
COc1nccnc1NS(=O)(=O)c1ccc(NC(=S)NC(=O)c2cccc(F)c2)cc1,-2%,0%,19%,2%,3%,-13%,-2%,14%,1%,0%,-3
CN=C1SC(CC(=O)Nc2ccc(N3CCOCC3)cc2)C(=O)N1C (configuration not stated),2%,2%,2%,0%,3%,-4%,5%,17%,4%,-5%,-1
Cc1cccc(CNc2ncnc3ccc(-c4ccc5c(c4)OCCO5)cc23)c1,-8%&-13%,?,-21%,-1%,.,.,12%,-7%&6%,-3%&-20%,-14%&-21%,21
CCCc1ccc(-c2cc(C(=O)NN3CCOCC3)c3ccccc3n2)cc1,?,?,14µM*,8%,-17%,-11%,6%,1%,?,1.7µM*,14
CN(C)S(=O)(=O)c1cccc(NC(=O)Cc2ccc(-c3ccccc3)cc2)c1,1%,-16%,-68%,-16%,-2%,38%,-4%,-11%,0%,-3%,8
NC(=O)C1(N2CCCCC2)CCN(C(=S)Nc2ccc(S(N)(=O)=O)cc2)CC1,-4%,1%,-7%,-1%,-5%,-1%,3%,?,-6%,-6%,-1
CC(=O)COC(=O)CCc1nc2ccccc2[nH]c1=O,1%,5%,-8%,-1%,-5%,2%,-1%,6%,2%,2%,-4
COc1ccccc1CNS(=O)(=O)c1ccc(-c2cc(C)no2)cc1,-37%[inhibitor],?,-61%,-7%,-22%,?,-1%,1%,-19%,2%,12

# Full records, quoted from the list. Order of values: NPC1 prom act	ELG1 repair inh	BRCA1 expr up	ELG1 genotox	Gal4-VP16 FLuc	RORgamma inh	p53 reactivator	Tb PFK block	Rab9 prom act	FLuc counter	TRPV1 ag
# COc1cccc(C(=O)Nc2ccc(-c3nnc(-c4ccco4)o3)cc2)c1 is listed with -4%	-10%	?	16%	-9%	-18%	0%	-1%	28%	0%	.
# O=C1OC2(CCCCC2)CC2=C1C1O[C@](c3ccsc3)(Cc3ccccc31)O2 is listed with 1%[1.84 µM]	.	.	.	-5%[10 µM]	-3%[10 µM]	.	-3%[11.5 µM]	1%[1.84 µM]	-1%[11.5 µM]	i
# Cc1cc(C(=O)OC(C)C(=O)Nc2nc(-c3ccccc3)cs2)c(C)o1 (configuration not stated) is listed with -2%	-13%	17%	2%	-5%	34%	15%	4%	-3%	3%	2
